D2 antagonist = antagonizes the human D2 dopamine receptor. P14416. HEK293 TREx D2 cells, calcium flux, dopamine EC80. inhibition, % at 10 µM. actives 2% (n = 340,000); in the data active = inhibition above about 30%; also: 0% is about no effect
Target sequence (P14416 whole entry, looked up): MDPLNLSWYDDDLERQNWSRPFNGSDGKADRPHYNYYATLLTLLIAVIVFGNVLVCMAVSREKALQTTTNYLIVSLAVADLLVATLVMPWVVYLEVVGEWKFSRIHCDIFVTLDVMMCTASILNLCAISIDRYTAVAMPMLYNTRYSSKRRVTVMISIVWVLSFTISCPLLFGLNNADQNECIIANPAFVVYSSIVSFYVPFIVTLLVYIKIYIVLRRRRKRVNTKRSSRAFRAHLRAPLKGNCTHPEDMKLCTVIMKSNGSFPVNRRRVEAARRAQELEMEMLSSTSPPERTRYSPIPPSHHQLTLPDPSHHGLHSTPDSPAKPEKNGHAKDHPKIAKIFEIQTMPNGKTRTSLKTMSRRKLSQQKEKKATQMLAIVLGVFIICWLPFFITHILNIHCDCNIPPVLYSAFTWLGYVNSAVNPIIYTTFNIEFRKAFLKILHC
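Dopamine at EC80 is the agonist stimulus; test compounds precede it by 180 s. Calcium flux read kinetically in a force-coupled, inducible HEK293 T-REx D2 cell line.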
D2 agonist = activates the human D2 dopamine receptor. HEK293 T-REx D2 cells, calcium flux agonist mode. activation, % at 2 µM. actives 0.53% (n = 340,000). AID 485358;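 active = activation over 3 SD above normal in the single-dose calcium agonist read, cut at about 30% in these data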; also: 0% is about no effect
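In this primary screen, compounds producing a positive calcium signal within 180 s of addition to tetracycline-induced, force-coupled HEK293 Trex D2 cells are flagged; cells are dye-loaded with a no-wash calcium kit beforehand.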
RXFP1 antagonist = antagonists of human relaxin receptor RXFP1; HEK293-RXFP1, relaxin-stimulated cAMP HTRF, 30 min; hits give low values; activity change, negative = inhibition, % at 57.5 µM; AID 1259400; actives 0.59% (n = 350,000); Q9HBX9;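 active = activity change of -60% or lower, but not beyond a set lower limit; inconclusive = change between -60% and -40%, or beyond the set limit; inactive = change above -40%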; also: % is scaled to controls: 0 for no effect and ±100 for the full control effect
D2 potentiator = positive allosteric modulators of human D2 dopamine receptor; potentiation, % at 10 µM; AID 485347; actives 0.34% (n = 340,000); P14416; HEK293 T-REx D2, calcium flux, EC20 dopamine potentiation;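 active = potentiation over 3 SD above the plate norm, cut at about 30% in these data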; also: 0% is about no effect
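Primary screen. Calcium kinetics in induced HEK293 T-REx D2 cells: compound pre-addition 180 s, EC20 dopamine, 180 s more.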
D1 antagonist = antagonists of human D1 dopamine receptor; P21728; HEK293 TREx D1 cells, calcium flux, dopamine EC80; hits give low values; activity change, negative = inhibition, % at 10 µM; actives 3.2% (n = 360,000); in the data active = activity change below about -30%; also: % is scaled to controls: 0 for no effect and ±100 for the full control effect
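Cells carrying a force-coupled, tetracycline-inducible human D1 receptor report calcium flux. Each well gets a 10 s baseline, compound with 180 s monitoring, then an EC80 dopamine stimulus with a second 180 s kinetic read.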
TRHR ag = activates the human TRH receptor; TRHR cells, calcium flux fluo-8, FDSS agonist mode; activation, % at 2 µM; actives 0.18% (n = 360,000); AID 493084; also: 0% is about no effect
Target sequence (P34981 whole entry, looked up): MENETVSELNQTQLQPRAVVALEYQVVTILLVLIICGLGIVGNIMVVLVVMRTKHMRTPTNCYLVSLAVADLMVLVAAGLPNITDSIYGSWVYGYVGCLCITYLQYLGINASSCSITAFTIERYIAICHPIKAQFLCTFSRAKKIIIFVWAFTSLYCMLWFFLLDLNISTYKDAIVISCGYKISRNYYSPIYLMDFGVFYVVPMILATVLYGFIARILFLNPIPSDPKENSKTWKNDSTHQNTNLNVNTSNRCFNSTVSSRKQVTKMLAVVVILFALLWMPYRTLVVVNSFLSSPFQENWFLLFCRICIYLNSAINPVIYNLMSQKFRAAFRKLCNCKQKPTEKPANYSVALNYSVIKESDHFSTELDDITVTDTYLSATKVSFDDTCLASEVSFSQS
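Read-out: compound-evoked intracellular calcium rise in TRHR cells, fluo-8 dye, kinetic FDSS fluorescence at 1 s/cycle following a 10-cycle baseline. Cells cultured overnight before dye loading (30 min–1.5 h, RT).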
D1 ag = activates the human D1 dopamine receptor | P21728 | HEK293 T-REx D1 cells, calcium flux, agonist mode | activation, % at 2 µM | actives 1% (n = 360,000); also: 0% is about no effect
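Agonism was scored from calcium flux recorded over 180 s (1 read/s) after pintool compound addition, following a 10-cycle baseline. Cells were inducible force-coupled HEK293 TREx D1, plated overnight at 30 C and loaded with no-wash calcium dye.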
TRHR enhancer = allosteric enhancers of human TRH receptor; TRHR cells, fluo-8 calcium fluorescence, EC20 TRH enhancement; enhancement, % at 2 µM; P34981; actives 0.66% (n = 360,000); in the data active = enhancement above about 30%; also: 0% is about no effect
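Enhancer read-out: after compound pinning and an initial kinetic agonist-mode read, an EC20 of TRH (10 nM final) was injected and fluo-8 calcium signal (Ex 480/Em 530) followed at 1 s/cycle for 100 cycles in TRHR-expressing cells.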
D1 potentiator = potentiators of human D1 dopamine receptor. P21728. HEK293 TREx D1 cells, calcium flux, dopamine EC20 potentiation. potentiation, % at 10 µM. actives 0.036% (n = 360,000). AID 504651; in the data active = potentiation above about 30%; also: 0% is about no effect
The depositor's hits bear a star; ? = inconclusive; . = no result given. Rule as the data show it, unless noted: active = activation above about 30%; inactive = the rest. This is a random part of the collection; about 7.3% have a hit in one of these screens.

SMILES	D2 antagonist	D2 agonist	RXFP1 antagonist	D2 potentiator	D1 antagonist	TRHR ag	D1 ag	TRHR enhancer	D1 potentiator
CC1(c2ccc3c(c2)OCCCO3)NC(=O)N(CC(=O)NCCc2ccccc2)C1=O (stereo not drawn)	22	-0.4	-8	3	6	-0.1	0	4	-10
CCCCC(=O)OCc1nc2ccccc2s1	-9	-0.2	-17	42*	7	-0.6	4	0	4
COc1ccc(N2CCN(C(CNC(=O)c3ccc(OC)c(OC)c3)c3cccnc3)CC2)cc1 (stereo not drawn)	.	0.0	-11	-4	12	-0.4	-3	-5	-4
Cc1ccc(-n2nc3c(N4CCC(C(=O)NCCc5cccs5)CC4)nnc(C)c3c2C)cc1	-11	-0.6	-2	-2	11	1.7	5	-1	16
CC1=C(C#N)C(Nc2ccc(Cl)cn2)(C(F)(F)F)C(=O)N1 (stereo not drawn)	-2	0.2	8	1	6	-0.7	2	-4	5
S=c1[nH]nc(CSCCOc2ccc(Cl)cc2Cl)o1	-1	-1.1	-18	1	-26	-0.9	3	0	-8
O=C(CN1C(=O)CC(c2ccccc2)S(=O)(=O)c2ccccc21)N1CCOCC1 (stereo not drawn)	-15	-0.4	.	.	-8	0.1	0	-8	-6
C[C@H](NC(=O)[C@H]1N2C(=O)c3ccccc3C2SC1(C)C)C(=O)N1CCCCC1 (stereo partly drawn)	-9	0.5	-4	-3	-6	-0.3	1	10	-4
O=C(Cn1c(=O)n(Cc2ccco2)c(=O)c2ccc(C(=O)NC3CCCC3)cc21)Nc1ccc(F)cc1	.	-0.1	.	-6	7	0.3	0	-3	2
Cc1ccc(S(=O)(=O)C/N=C(/NC(=S)N(c2ccccc2)c2ccccc2)c2ccccc2)cc1	2	0.6	-12	-3	0	-1.3	0	-3	7
O=C(c1c[nH]c2ccc(S(=O)(=O)N3CCOCC3)cc2c1=O)N1CCN(c2ccccn2)CC1	-7	.	-31	12	-9	0.6	5	2	-6
Cc1nc(-c2cccc(NC(=O)Nc3ccc([N+](=O)[O-])cc3)c2)no1	.	4.6	.	.	-45*	1.7	25	-9	-6
COc1cc(/C=C2\SC(N3CCCCC3)=NC2=O)cc(OC)c1OC	-17	-3.6	-8	-1	-6	-1.9	0	5	-2
Cc1ccccc1NC1=NC(=S)N(CC(N)=O)C12CCOC(C)(C)C2 (stereo not drawn)	44*	0.8	-4	-8	17	0.0	3	-1	8
COc1cc(C(=O)N2CCN(S(=O)(=O)c3ccc(C)cc3C)CC2)ccc1OCC(=O)N1CCOCC1	5	0.6	-1	11	8	-0.1	0	4	-1
CS(=O)(=O)N1CCCC(C(=O)Nc2cccc(F)c2)C1 (stereo not drawn)	-3	-2.6	7	-3	-6	-0.4	4	11	-3
CC(C)c1nnc(NC(=O)c2cccnc2)s1	.	.	-1	.	.	0.5	2	0	-1
Cc1ccc(/C=N/NC(=O)NC2CCCCC2)o1	.	.	3	.	-11	-1.3	2	-3	-5
COc1ccc(NC(=O)CSc2nccc(C)n2)cc1	-1	0.0	-2	-23	12	0.3	2	2	2
O=C(NCc1ccccc1)N[C@@H](Cc1c[nH]c2ccccc12)C(=O)O	4	-0.7	1	8	-2	1.1	1	17	2
C#CCOCCOCCOCCNc1nc(N2CCN(C(=O)C([C@@H](C)CC)n3cc(C(N)Cc4ccc(O)cc4)nn3)CC2)nc(N2CCN(C(=O)[C@H](CCC(=O)O)n3cc(C(N)CO)nn3)CC2)n1 (stereo partly drawn)	2	-0.1	.	1	-16	-0.1	-4	-1	2
CC1CCCN(C(=O)Nc2ccc(Br)cc2Cl)C1 (stereo not drawn)	5	-3.2	4	14	-5	-0.7	4	7	-2
COc1cc(NC(=O)c2n[nH]c(=O)c3ccccc23)cc(OC)c1	-9	0.6	1	-7	-8	0.3	1	35*	2
CCC(=O)c1ccc(OCC(=O)OCC(=O)N2CCc3ccccc32)cc1	11	-0.5	-10	-9	6	-1.3	4	9	1

Full records, quoted from the list.
`CS(=O)(=O)N1CCCC(C(=O)Nc2cccc(F)c2)C1` (stereo not drawn) is listed with D2 antagonist: -3; D2 agonist: -2.6; RXFP1 antagonist: 7; D2 potentiator: -3; D1 antagonist: -6; TRHR ag: -0.4; D1 ag: 4; TRHR enhancer: 11; D1 potentiator: -3
`COc1cc(C(=O)N2CCN(S(=O)(=O)c3ccc(C)cc3C)CC2)ccc1OCC(=O)N1CCOCC1` is listed with D2 antagonist: 5; D2 agonist: 0.6; RXFP1 antagonist: -1; D2 potentiator: 11; D1 antagonist: 8; TRHR ag: -0.1; D1 ag: 0; TRHR enhancer: 4; D1 potentiator: -1
`CC(C)c1nnc(NC(=O)c2cccnc2)s1` is listed with D2 antagonist: .; D2 agonist: .; RXFP1 antagonist: -1; D2 potentiator: .; D1 antagonist: .; TRHR ag: 0.5; D1 ag: 2; TRHR enhancer: 0; D1 potentiator: -1

The list goes on:
SMILES	D2 antagonist	D2 agonist	RXFP1 antagonist	D2 potentiator	D1 antagonist	TRHR ag	D1 ag	TRHR enhancer	D1 potentiator
CN(Cc1ccccc1)S(=O)(=O)c1ccc(OCC(=O)N2CCOCC2)cc1	11	-1.2	-5	-1	-32*	-0.3	8	-5	-3
Cc1ccc(S(=O)(=O)Nc2cccc(C(=O)NCC(C)(C)N3CCOCC3)c2)cc1F	7	-0.3	-11	9	1	-0.1	1	2	-10
CCN(CC)C1=CC(=O)OC12CCCCC2	5	-1.0	-15	-1	5	-0.2	6	-4	-2
Cc1ccc(-c2csc(NC(=S)NC(=O)c3cccs3)n2)cc1	4	0.8	-1	1	7	0.7	4	8	-6
Cc1ccccc1C(=O)N1CCC(C(=O)N(C)CC(=O)Nc2cccc(F)c2)CC1	0	-0.1	-3	10	-7	0.2	0	7	-2
C=CCN1C(=O)C(O)(CC(=O)c2ccc(OC)cc2OC)c2cc(Br)ccc21 (stereo not drawn)	6	0.9	4	4	-11	0.4	6	-3	-1
COc1cc(/C=C(\C#N)C(=O)Nc2ccccn2)ccc1O	-7	3.2	-8	-3	-6	7.6	14	3	-5
Cn1c(SCC(=O)NC2CCCC2)nnc1-c1ccco1	-10	1.0	-7	-3	0	1.7	1	-2	-3
CC[N+](CC)(CC#Cc1ccccc1)CC(=O)c1ccc(Cl)cc1	9	0.2	0	9	-3	0.1	2	-1	-5
Cc1cc(C)n(CC(C)NC(=O)c2cc(COc3c(F)cccc3F)on2)n1 (stereo not drawn)	-27	0.8	-10	-10	-10	-0.6	5	-5	-3
Cc1nn(CC(=O)N2CCN(Cc3ccccc3)CC2)c(=O)c2ccccc12	10	-1.9	-4	-4	24	1.2	3	4	-7
Cc1ccn2c(=O)nc(SCC(=O)NCc3ccc4c(c3)OCO4)nc2c1	8	-0.3	-8	-8	10	0.4	4	14	-2
Cc1nc2nc[nH]n2c(=O)c1CCC(=O)Nc1ccc(F)cc1	.	-1.1	.	-10	-5	-0.2	0	4	-3
CS(=O)(=O)NN1C(=O)c2ccccc2NC1c1cccs1 (stereo not drawn)	6	-0.3	-6	-3	1	0.3	3	0	-2
CCCCN1C(=O)C(O)(CC(=O)c2ccc(C(C)(C)C)cc2)c2ccccc21 (stereo not drawn)	.	.	?	16	-49*	-1.5	28	2	-5
Cc1ccccc1CNC(=O)COc1ccccc1	2	-3.3	1	-3	-6	0.0	1	29	14
CCOc1ccc(S(=O)(=O)N2CCCCC2)cc1NC(=O)Cc1cccc(C(F)(F)F)c1	10	0.5	9	9	-29	0.4	10	-5	-3
Cc1ccc(C)c(NC(=O)CCC(=O)OC(C(=O)c2ccccc2)c2ccccc2)c1 (stereo not drawn)	.	.	6	.	-2	-0.2	4	-2	2
COCCn1c(SCC#N)nnc1-c1ccccc1	-15	-3.0	3	22	2	0.5	5	5	-2
Cc1cccc(N(C(=O)CCC(=O)Nc2cc(C)on2)C(C(=O)NC2CCCC2)c2ccccc2)c1 (stereo not drawn)	4	0.7	7	.	26	-0.8	4	-4	-9
CCOP(=O)(/C(C#N)=C(/O)c1ccccc1)c1ccccc1 (stereo not drawn)	4	0.4	-7	4	-2	0.4	4	2	-4
Cc1ccc(NC(=O)c2nn(C)c3c2CS(=O)(=O)c2ccccc2-3)c(Cl)c1	.	3.1	3	-10	2	-0.7	1	-5	-3
O=C(NCCCO)C(=O)Nc1c2c(nn1-c1ccc(F)cc1)CSC2	.	0.5	6	18	.	-1.0	0	12	-2
COC(=O)C1=CNC=C(C(=O)OC)C1c1cccc2ccccc12	3	-1.9	-3	6	5	-0.3	3	7	2
CCn1cc(CNC(=O)c2cc(COc3ccc(F)cc3Cl)on2)cn1	-4	-0.3	11	-5	-21	-0.4	1	0	-2
O=C1NC(Nc2nccs2)(C(F)(F)F)C(=O)N1CCc1ccccc1 (stereo not drawn)	14	0.1	2	0	-18	0.1	2	-1	-4
CN(C(=O)Cn1c(=O)n(CCCS(=O)(=O)C2CCCCC2)c(=O)c2ccccc21)c1ccccc1	.	-0.6	.	-7	11	-1.1	0	-2	-2
CC(C)Cn1cnc2c1c(=O)[nH]c(=O)n2Cc1ccccc1	-1	-0.3	4	8	-47*	-0.6	2	6	-2
CCCCC1CCC(C(=O)Nc2ccccc2N2CCOCC2)CC1 (stereo not drawn)	33*	0.9	-7	11	37	0.8	6	7	12
O=C(Nc1ccc(CN2CCOCC2)cc1)c1ccc(-c2cccc([N+](=O)[O-])c2)o1	6	-1.8	-20	-15	-5	-0.2	4	-2	-1
CCC(C)[C@H](NC(=O)N1CCCCCC1)C(=O)OC (stereo partly drawn)	-2	-0.3	8	2	0	-0.4	1	1	4
Cc1ccc(CS(=O)Cc2ccc(C(=O)NCC(C)c3ccccc3)o2)cc1 (stereo not drawn)	-8	-0.4	-4	-4	6	0.0	1	2	-3
CC(=O)Nc1csc2ccccc12	5	-0.3	-5	5	-16	-0.2	0	-5	-2
CC1=C(C(=O)Nc2ccc(F)cc2F)C2(CCCCCC2)OC1=O	.	2.2	-1	1	-9	0.8	0	2	-4
CCCCN(C(=S)Nc1cccc(C)c1C)c1c(N)n(CCC)c(=O)[nH]c1=O	4	-0.3	10	-3	-14	0.5	0	-5	-3
Cc1ncn2cc(-c3ccc(Cl)cc3Cl)[nH]c(=O)c12	-10	-0.1	-1	2	-2	0.8	2	10	-1
COc1ccc(-n2ncc3c(N4CCc5ccccc54)ncnc32)cc1	10	0.2	-13	-11	-1	0.3	9	-3	-4
Cc1cccc2cc(CN(Cc3cccs3)Cc3nnnn3Cc3ccccc3)c(=O)[nH]c12	25	0.9	-8	3	29	0.0	4	1	0
Cc1noc(C)c1S(=O)(=O)N1CCCC(C(=O)NC2CCCCC2)C1 (stereo not drawn)	-5	0.7	-7	7	-1	-1.1	3	6	2

Three structures already listed, ordered by length of the SMILES, highest first.
SMILES	D2 antagonist	D2 agonist	RXFP1 antagonist	D2 potentiator	D1 antagonist	TRHR ag	D1 ag	TRHR enhancer	D1 potentiator
Cc1ncn2cc(-c3ccc(Cl)cc3Cl)[nH]c(=O)c12	-10	-0.1	-1	2	-2	0.8	2	10	-1
CCC(C)[C@H](NC(=O)N1CCCCCC1)C(=O)OC (stereo partly drawn)	-2	-0.3	8	2	0	-0.4	1	1	4
CC(=O)Nc1csc2ccccc12	5	-0.3	-5	5	-16	-0.2	0	-5	-2
